APP 5'UTR act – activates APP 5'UTR luciferase reporter; SH-SY5Y APP 5'UTR luciferase reporter, luminescence; zero percent = DMSO vehicle wells; activation, % at 2 µM; actives 1% (n = 190,000);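 active = activation above a set limit, based on mean plus 3 SD of controls, cut at about 140% in these data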; also: values of inactives mirror those of a sister screen read the other way
STAT1 blocker – STAT1 signaling inhibition; NIH 3T3 STAT1-luciferase reporter, IFN-gamma, luminescence; inhibition, % at 5.5 µM; actives 0.35% (n = 200,000);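 active = inhibition above a set limit, the mean inhibition across all tested compounds plus 3 SD, cut at about 34% in these data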;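 also: 0% = IFN-gamma with DMSO and 100% = IFN-gamma with 300 µM nifuroxazide; values of inactives mirror those of a sister screen read the other way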
Hsp70 act – transcriptional activators of Hsp70; actives 0.04% (n = 200,000); HeLa Hsp70 promoter luciferase reporter, luminescence; scaled: vehicle 0, proteasome-inhibitor control 100%; AID 1203; activation, % at 10 µM;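 active = activation above the mean across all tested compounds plus 3 SD, cutoff set per campaign, cut at about 5.5% in these data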;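 also: 100% = MG132 at 30 µM as the positive control and 0% = DMSO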
STAT3 activator – STAT3 signaling activation | AID 871 | activation (% of control), % at 5.6 µM | U3A cells, IL-6 STAT3-luciferase reporter, luminescence; 100% = signal with IL-6 EC80 alone | actives 0.91% (n = 190,000);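 active = activation above the screen-wide mean of compound activation plus 3 SD, cut at about 130% in these data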;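 also: 0% = background luminescence of wells with medium and substrate only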
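Material: human U3A cells carrying STAT3-luciferase construct. Measured by: reporter luminescence signal. Timing: compound 1 h, then IL-6 6 h at 37 °C.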
TLR4 MyD88 comp – inhibitors of human TLR4-MyD88 binding. O00206+Q99836. HeLa CL3-4 TLR4/MyD88 BLA complementation, FRET ratio. AID 861. actives 0.18% (n = 200,000). inhibition, % at 8.4 µM; in the data active = inhibition above about 25%;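 also: 0% = vehicle and 100% = reference inhibitor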
Target sequence (O00206 whole entry, looked up): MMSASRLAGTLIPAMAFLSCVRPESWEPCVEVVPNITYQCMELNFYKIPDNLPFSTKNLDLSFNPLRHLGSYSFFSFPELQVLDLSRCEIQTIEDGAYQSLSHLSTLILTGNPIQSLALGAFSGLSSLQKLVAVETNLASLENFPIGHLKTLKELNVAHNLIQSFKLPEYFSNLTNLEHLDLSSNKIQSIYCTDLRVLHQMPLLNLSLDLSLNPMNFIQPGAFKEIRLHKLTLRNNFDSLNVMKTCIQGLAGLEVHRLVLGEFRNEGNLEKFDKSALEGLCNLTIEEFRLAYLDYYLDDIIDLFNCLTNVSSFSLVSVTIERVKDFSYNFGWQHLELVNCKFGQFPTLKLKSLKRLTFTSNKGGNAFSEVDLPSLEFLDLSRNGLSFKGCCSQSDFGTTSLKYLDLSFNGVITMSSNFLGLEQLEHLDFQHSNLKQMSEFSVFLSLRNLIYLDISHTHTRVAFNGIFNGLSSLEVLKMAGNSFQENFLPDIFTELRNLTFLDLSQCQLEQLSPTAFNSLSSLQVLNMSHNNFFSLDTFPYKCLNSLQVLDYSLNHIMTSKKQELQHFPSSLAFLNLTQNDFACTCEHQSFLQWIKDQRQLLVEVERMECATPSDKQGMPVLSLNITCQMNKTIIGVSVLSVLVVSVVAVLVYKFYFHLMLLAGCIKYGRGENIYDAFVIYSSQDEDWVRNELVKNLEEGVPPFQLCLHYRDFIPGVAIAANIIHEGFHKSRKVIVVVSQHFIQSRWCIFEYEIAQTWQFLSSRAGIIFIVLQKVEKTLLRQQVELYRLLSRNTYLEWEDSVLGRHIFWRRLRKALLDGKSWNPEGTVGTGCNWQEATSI
Target sequence (Q99836 whole entry, looked up): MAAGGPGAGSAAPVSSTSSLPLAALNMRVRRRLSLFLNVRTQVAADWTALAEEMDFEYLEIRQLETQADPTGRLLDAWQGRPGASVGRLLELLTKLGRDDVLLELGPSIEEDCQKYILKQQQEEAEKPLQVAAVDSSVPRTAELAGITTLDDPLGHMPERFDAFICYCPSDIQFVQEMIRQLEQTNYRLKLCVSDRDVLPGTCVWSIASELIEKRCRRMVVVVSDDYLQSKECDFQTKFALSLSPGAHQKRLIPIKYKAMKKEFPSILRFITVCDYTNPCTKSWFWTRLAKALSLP
STAT3 inh – inhibitors of IL-6 induced STAT3 signaling; U3A cells, IL-6 STAT3-luciferase reporter, luminescence; host cell line lacks STAT1; actives 0.89% (n = 190,000); inhibition, % at 5.5 µM;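 active = inhibition above the mean inhibition across all screened compounds plus 3 SD, cut at about 44% in these data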;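 also: 0% = DMSO only wells and 100% = 100 µM nifuroxazide control wells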
HMGR II inh – blocks class II HMG-CoA reductase of Enterococcus faecalis. AID 1066. purified E. faecalis HMGR, NADPH absorbance 340 nm kinetic. actives 0.41% (n = 190,000). inhibition, % at 10 µM;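 active = inhibition above a set limit, the median over all tested compounds plus 3 SD, cut at about 9.5% in these data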;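 also: enzyme runs in reverse so mevalonate oxidation gives rising NADPH absorbance; 0% = complete reaction with DMSO and 100% = background rate lacking mevalonate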
NF-kB expr up – compounds increasing NF-kB expression in human neuronal cells; NF-kB reporter expression; hits give high values; fold change at 12.5 µM; actives 1.6% (n = 190,000); in the data active = fold change above about 3.3
STAT1 activator – STAT1 signaling activation. NIH 3T3 STAT1-luciferase reporter, IFN-gamma, luminescence; 100% = IFN-gamma alone, no compound. actives 2.6% (n = 200,000). activation (% of control), % at 5.5 µM;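 active = activation above the screen-wide mean activation plus 3 SD, cut at about 130% in these data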;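 also: raw ratio to IFN-gamma control signal so 100% means no change and 0% no light; values of inactives mirror those of a sister screen read the other way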
DTT redox prof – compounds producing H2O2 with reducing agent – biochemical, NIH compound library profiling, artefact control for MLSCN library redox annotation, primary screen; DTT-dependent redox cycling H2O2, phenol red/HRP absorbance; 100% = 100 µM peroxide control, 0% = buffer; activation, % at 10 µM; actives 0.03% (n = 200,000); AID 878;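 active = activation of at least 50% relative to the plate's high and low controls in the primary single-dose screen; inactive = activation below 50%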;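 also: compound incubated with DTT at 0.8 mM final as the reducing agent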
An asterisk follows results filed as active; / = not tested or not shown; & = joins results of further samples; ! = not confirmed by another sample.

compound,APP 5'UTR act,STAT1 blocker,Hsp70 act,STAT3 activator,TLR4 MyD88 comp,STAT3 inh,HMGR II inh,NF-kB expr up,STAT1 activator,DTT redox prof
Cc1ccc(C(=O)N(CN2CCCC2=O)c2ccc(F)cc2)cc1C,3,6,-0.3,102,9,2,-5,1,95,2.0
Oc1c(C(Nc2nc3ccccc3s2)c2ccco2)ccc2cccnc12 (configuration not stated),-69,-1,-0.3,85,11,21,-3,1.3,101,0.1
N#CC1=C(N)Oc2n[nH]c(-c3ccc(F)cc3)c2C1c1ccncc1 (configuration not stated),-7,14,-0.2,109,9,-4,-2,1.1,88,-2.3
Cc1ccc(Cl)cc1NC(=O)COC(=O)C12CC3CC(CC(C3)C1)C2,-7&12,-3&0,-0.2&-0.1,100&103,-7&-16,0&2,14*!,0.96&0.92,103&100,0.0&3.2
c1nc(NCCN2CCOCC2)c2c3c(sc2n1)CCCCC3,2,1,-0.1,98,12,6,-5,0.98,99,0.1
O=C(CN1CCCCCC1)N1c2ccccc2Sc2ccccc21,0,5,1.5,106,-2,-4,-6,1.2,94,-0.2
C/C=C(\C)c1nnc(NC(=O)C(C)C)s1,2,-1,-0.3,90,-17,11,-7,1.3,101,2.2
COc1ccc(C(=O)Nc2oc(-c3ccccc3)c(-c3ccccc3)c2C#N)cc1OC,-6,16,-0.5,100,4,6,-3,0.62,86,-0.5
Cc1cc(C(F)(F)F)c(C#N)c(N2CCOCC2)n1,3,3,-0.2,104,8,-1,-3,0.98,97,1.9
CCCCCC(=O)NN=C1CCN(Cc2ccccc2)CC1,-4,0,-0.4,101,-2,0,-4,1.2,99,-0.2
COc1cc(C2CC(=O)N3CN(Cc4ccco4)CSC3=C2C#N)ccc1OCc1ccccc1 (configuration not stated),-2,6,-0.3,94,10,12,-4,1.1,95,-0.6
O=C(COC(=O)C1CCN(S(=O)(=O)c2cccc3cccnc23)CC1)c1ccc([N+](=O)[O-])cc1,6,0,-0.2,101,-4,8,-2,0.92,104,1.8
CC(=O)Nc1ccc(S(=O)(=O)N(c2cccnc2)S(=O)(=O)c2ccc(NC(C)=O)cc2)cc1,0,6,0.8,99,0,5,-3,1.3,94,0.5
O=C(CNS(=O)(=O)c1ccccc1)NCc1cccnc1,6,0,-0.1,105,-4,-5,-4,1.2,99,-0.9
COC(=O)c1cc(-c2ccc(Br)cc2)on1,7,6,0.1,92,-8,18,-9,1.2,95,-2.5
O=C(Cn1nnc2ccccc21)OCC(=O)c1ccccc1,-1,-2,-0.2,101,-10,0,1,1.3,97,0.4
O=C(O)CCC(=O)Nc1nnc(C(F)(F)F)s1,-1,2,-0.2,94,4,10,2,1.4,98,3.4
COc1cc(/C=N/Nc2cccc(C)c2)ccc1OC(=O)c1ccco1,4,5,0.1,97,-3,6,3,1.6,95,0.4
Cc1cccc2c1nc(-c1ccccc1)n1cnnc21,12,-11,-0.3,95,-9,10,-1,0.96,110,2.1
COC(=O)c1c(C)[nH]c(C)c1-c1cccc([N+](=O)[O-])c1,-2,1,-0.2,103,1,-1,0,1.4,98,-0.3
Cc1csc(NC(=S)Nc2cccc(Cl)c2)n1,51,-9,-0.2,127,-18,-29,-4,3.3*,108,-0.4
CCc1ccc(NC(=S)N2CCN(c3cccc(C(F)(F)F)c3)CC2)cc1,2,0,0.1,86,-1,23,-1,0.89,100,1.8
COc1ccc(NC(=S)N(CCc2c(C)[nH]c3ccc(C)cc23)Cc2ccco2)cc1,7,5,-0.1,121,-3,-25,6,0.88,95,0.8
CN(C)c1cccc2c(/C=N/O)ccc(N(C)C)c12,-1,12,0.2,101,2,0,1,1.3,88,-0.8
O=C1CCc2nc3sc4c(c3c(=O)n2N1)CCCC4,2,5,-0.4,92,-3,14,/,/,91,-0.1
Cc1nc2nc(SCC(=O)c3cccc([N+](=O)[O-])c3)[nH]c2cc1Br,8,-1,-0.2,107,8,-9,-4,1.4,101,0.2
Oc1ccccc1N=Nc1ccccc1O,-83,-4,-0.3,94,-5,12,-5,1.8,104,5.2
COc1cccc(/C=N/n2c(CO)nc3ccccc32)c1OC,3,-8,-0.2,84,-2,23,6,0.96,108,2.4
COc1ccc(NC(=O)C2CCN(c3nnnn3-c3ccccc3)CC2)cc1,-9,2,-0.1,90,-11,15,0,1.2,98,4.3
Nn1c(SCC(=O)N2CCOCC2)nnc1-c1ccccc1Cl,-6,5,-0.2,102,-10,1,0,1.4,96,0.9
COc1ccc(C(=O)CSc2nnc(NC(=O)C3CC(=O)N(c4ccccc4)C3)s2)cc1 (configuration not stated),5,-9,-0.1,106,7,-5,-3,1,108,0.7
O=C(CSc1nnc(-c2ccco2)o1)c1ccc(F)c(F)c1,0,-2,-0.2,101,1,9,2,1.3,101,1.4
COc1ccc(CCNC(=O)c2cc(-c3ccc4c(c3)OCO4)on2)cc1OC,1,-1,-0.3,97,0,7,-1,1.6,100,-0.2
N#C/C(=N\Nc1c(Cl)cccc1Cl)C(=O)NN,-8,2,-0.2,92,-10,10,-5,1.3,98,-0.4
Brc1ccccc1/C=N/Nc1ccccn1,42,-25,-0.2,133,-12,-37,-1,2.1,122,-1.4
O=S(=O)(Nc1nc2ccccc2nc1Nc1ccc2c(c1)OCO2)c1ccc(F)cc1,-13,-6,-0.4,100,6,-1,2,0.92,106,0.2
CN(C)S(=O)(=O)N1CCN(c2ccccc2)CC1,0,-4,0.0,96,-12,4,-4,1.2,104,0.0
FC(F)c1nnc2ccc(Cl)nn12,-7,7,-0.1,106,0,-6,-7,1.1,92,-0.3
COc1ccc(CN(C)CC(=O)Nc2c(C)cccc2C)c(OC)c1,0,4,-0.2,94,-9,10,0,1.1,96,-1.6
CC1CCc2cc(F)ccc2N1C(=O)CSc1nnc2c(n1)[nH]c1ccc(F)cc12 (configuration not stated),12,-2,-0.2,97,7,15,-3,1.6,102,-5.5
COCCCNC(=O)C1CCC(CNS(=O)(=O)c2ccc(OC)cc2)CC1 (configuration not stated),-10,0,-0.1,99,3,8,-1,0.94,99,-0.4
C/C(=N/OC(=O)C1CC1)c1cc(-c2ccc(Cl)cc2)no1,88,-42,-0.2,108,-5,-4,0,2.5,136*,-1.0
COc1ccc(C2C(=O)c3ccccc3C2=O)cc1,41,-2,-0.2,105,-16,-3,0,2.2,102,-0.5
O=C(CCC1CCCCC1)Nc1nccs1,13,-26,0.2,110,4,-10,-5,1.6,125,-0.3
COc1cccc(/C=C(/CC(=O)Nc2ccc(N3CCOCC3)cc2)c2nc3ccccc3s2)c1,35,-12,0.0,143*,6,-50,-1,0.76,110,0.5
O=C(O)CCN=C1CCCc2ccccc2N1,7,3,-0.4,110,-3,-8,-8,1.2,97,-5.1
CCN1CCN(CCCN(Cc2ccco2)C(=S)Nc2ccc(Cl)c(C)c2)CC1,8,-8,-0.2,104,10,3,0,1.4,106,-2.7
Cc1ccc(N/C=C/C(=O)c2sc(-c3ccccc3)nc2C)cc1,3,-10,-0.4,92,4,16,0,1.1,109,3.3
O=C1CCCC(=O)C1=C1SCCS1,-5,-3,-0.2,101,-20,2,-9,1.1,103,0.2
Cc1nnc(SCc2c(Cl)cccc2Cl)n(N)c1=O,-10,-7,0.0,99,11,9,-15,1,106,0.5
COc1cccc2cc(C(=O)Nc3ccc(F)cc3)c(=Nc3ccc(C(=O)O)cc3)oc12,3,-21,0.1,98,1,8,-2,1.3,120,0.2
COc1cccc(-c2noc(-c3cccs3)n2)c1,114,-42,0.1,84,-4,24,-2,8.4*,139*,3.4
CC1(C)CC(NS(=O)(=O)c2ccccc2)CC(C)(C)N1,7,1,-0.2,108,-5,-6,-5,1.1,99,0.7
Cc1ccc(NC(=S)N2CCN(Cc3ccccc3)CC2)c(C)c1,-7,-3,-0.3,102,10,2,1,0.9,102,-0.1
OCCC1CN(Cc2nc3ccccc3[nH]2)CCN1C1CCCC1 (configuration not stated),0,-4,-0.2,93,-2,12,-4,0.96,102,0.5
O=C(Cc1ccc(-c2ccccc2)cc1)NCc1cccnc1,40,-7,-0.3,99,10,4,0,0.87,105,-1.0

Record cards, from the list above. Values in the order: APP 5'UTR act | STAT1 blocker | Hsp70 act | STAT3 activator | TLR4 MyD88 comp | STAT3 inh | HMGR II inh | NF-kB expr up | STAT1 activator | DTT redox prof
Record of Cc1ccc(NC(=S)N2CCN(Cc3ccccc3)CC2)c(C)c1 = -7 | -3 | -0.3 | 102 | 10 | 2 | 1 | 0.9 | 102 | -0.1
Record of COc1cccc2cc(C(=O)Nc3ccc(F)cc3)c(=Nc3ccc(C(=O)O)cc3)oc12 = 3 | -21 | 0.1 | 98 | 1 | 8 | -2 | 1.3 | 120 | 0.2

The list goes on.
compound,APP 5'UTR act,STAT1 blocker,Hsp70 act,STAT3 activator,TLR4 MyD88 comp,STAT3 inh,HMGR II inh,NF-kB expr up,STAT1 activator,DTT redox prof
O=c1c2cccc3c2c(nn1CN1CCOCC1)-c1ccccc1-3,-11,-20,-0.1,73,5,35,-1,1.2,118,-0.6
COc1ccc(NC(=O)CSc2nnnn2C)c([N+](=O)[O-])c1,-15,-3,-0.1,103,11,-1,-1,1.2,102,-0.9
O=C1c2cccc3cccc(c23)C(=O)N1c1ccncc1,-10,10,-0.1,77,-1,29,-1,1.1,85,0.7
CC(C)(C)NC(=O)COC(=O)c1snc(C(=O)NC2CCCCC2)c1N,2,-1,0.0,36,3,76*,-4,0.9,100,-3.0
Cc1nc2cc(NC(=O)N3CCCCC3)ccc2n1C,27,-14,0.0,104,-6,-2,-4,1.4,117,-0.3
COc1ccc(CCNCc2ccc(OCc3ccc(Cl)nc3)c(OC)c2)cc1OC,-7,5,0.2,101,3,-1,-9,0.73,95,-0.1
CCOC(=O)C1=C(C)n2c(s/c(=C3\C(=O)Nc4ccccc43)c2=O)=NC1c1ccc(OC)cc1 (configuration not stated),0,-4,-0.4,106,-4,-8,0,1.2,104,0.8
CC1CCN(S(=O)(=O)c2ccc3[nH]cc(C(=O)NCCN4CCOCC4)c(=O)c3c2)CC1,13,-2,-0.5,105,12,-4,-4,0.94,107,0.2
COc1ccc(NC(=O)Cn2c(=O)sc3ccccc32)cc1,-17,5,-0.4,88,9,15,0,0.98,90,0.0
COc1ccc(OCCSc2nnnn2C2CCCCC2)cc1,13,-6,0.5,110,-8,-9,3,1.6,105,1.6
CCC(c1nnnn1C1CCCC1)N1CCN(c2ccccc2)CC1 (configuration not stated),4,3,0.1,104,0,0,1,1,97,2.6
O=c1cc(CN2CCN(CCO)CC2)c2cc3c(cc2o1)CCC3,-1,3,-0.2,94,1,11,-1,1.1,97,-0.3
O=Cc1ccccc1-n1cncn1,0,7,-0.4,107,15,-3,-4,0.95,91,0.3
CCN1CCN(C(=O)Nc2ccccc2OC)CC1,-5,-2,-0.5,93,-7,9,-1,0.98,102,3.1
Cc1[nH]nc(N)c1N=Nc1ccc(Br)cc1,21,-12,-0.4,94,15,12,2,1.1,108,-0.1
O=C(O)c1csc(Cc2ccccc2)n1,0,-5,-0.2,107,1,-5,0,1.1,103,-0.1
CC1CC(C)CN(S(=O)(=O)c2ccc(C(C)(C)C)cc2)C1 (configuration not stated),7,21,-0.2,110,1,-12,-2,0.9,81,0.3

Screening data: PubChem, several laboratories
